BRCT PPI red – disrupts BRCA1 BRCT binding to phosphoprotein, red fluorophore readout; P38398; BRCT-phosphopeptide binding, red fluorescence polarization; Potency, µM (top dose mostly 76.9 µM), inactives show at the top dose activity change, negative = inhibition, usual class: inhibitors; 75,000 tested, 0.03% active; also: % is scaled to controls: 0 for no effect and ±100 for the full control effect
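Rhodamine-labelled pBACH1 10-mer (100 nM) bound to BRCT domain (100 nM) at pH 7.3; compounds incubated 12 min room temperature, polarization read. Free peptide defines full inhibition; unlabelled decapeptide titrated as control.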
Rhodamine autofl – compound fluoresces in the rhodamine spectral region; Rhodamine-region fluorescence, 547/598 nm, Tris buffer; active compounds read high; max dye-equivalent concentration, M; 59,000 tested, 0.05% active; AID 594; in the data active = max dye-equivalent concentration above about 11 nM; inconclusive = between about 1.1 nM and that limit
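Compounds in 100 mM Tris buffer, pH 8.0, were incubated 15 min at room temperature, then read at 547 nm excitation and 598 nm emission. Fluorescence was normalized against a per-plate six-point rhodamine standard curve as dye-equivalent concentration.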
15-hLO inh – 15-hLO (ALOX15) enzyme inhibition | purified 15hLO-1, xylenol orange hydroperoxide absorbance | 74,000 tested, 1.4% active | P16050 | Potency, µM (top dose mostly 57.1 µM), for the others: at the highest dose activity change, negative = inhibition, usual class: inhibitors | AID 887; also: potency is read from the fitted curve at half-maximal effect; % is scaled to controls: 0 for no effect and ±100 for the full control effect; nearly all actives have a fitted effect of over 55% in size
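Hydroperoxide formed from arachidonic acid (50 uM) by purified human 15hLO-1 (40 nM) oxidizes ferrous iron, and the ferric-xylenol orange complex is read at 573 versus 405 nm. Compounds were preincubated 15 min; reaction ran 6 min at room temperature.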
HEK293 cAMP cs – counter-screen for TSHR agonists: cAMP increase in parental HEK293; parental HEK293 CNG cAMP sensor, membrane potential fluorescence; Potency, µM (titrated, usually from 57.1 µM), for inactives: top-dose activation, hits mostly activators; 73,000 tested, 2.5% active; AID 938; also: potency is read from the fitted curve at half-maximal effect; % of control where 0% means no effect; nearly all actives have a fitted effect of over 55% in size
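Parental HEK 293 cells stably expressing a modified CNG channel (no TSHR) report cAMP rise as membrane depolarization. Membrane potential dye with 100 uM RO 20-1724 was loaded for 60 min at room temperature, then compound added for 30 min; fluorescence read at 590 nm.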
USP2a inhib – blocks human ubiquitin-specific protease USP2a; O75604; USP2a enzymatic assay, qHTS inhibition; 60,000 tested, 0.1% active; Potency, µM (highest dose often 38.3 µM), inactives show at the highest dose activity change, negative = inhibition, hits mostly inhibitors;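 also: potency is read from the fitted curve at half-maximal effect; nearly all actives have a fitted effect of over 60% in size; plate controls were DMSO for no effect and NEM full inhibition control for full effect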
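USP2 core (20 nM final) was preincubated with compound for 30 min at RT in 20 mM Tris-HCl pH 8.0, 2 mM CaCl2, 2 mM beta-mercaptoethanol; Ub-PLA2 (20 nM) plus NBD C6-HPC (20 uM) then added, fluorescence read after 2.5 h.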
Tau filament bind – tau filament binding | P10636 | Potency, µM (series often up to 57.1 µM), for inactives: top-dose activity change, negative = inhibition | 71,000 tested, 2% active | AID 596 | recombinant tau filaments, thioflavin S fluorescence, 15 h; filaments grown with octadecylsulfate alongside compound;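 also: potency is read from the fitted curve at half-maximal effect; % is scaled to controls: 0 for no effect and ±100 for the full control effect; actives lower thioflavin S fluorescence by blocking filaments or displacing dye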
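His-tagged recombinant human tau (exons 2, 3, 10; 1 uM final) fibrillized with 30 uM sodium octadecylsulfate, 15 h at 37 C, in pH 7.4 HEPES buffer with 10 uM thioflavine S and 5 mM DTT. Reduced ThS fluorescence (450/510 nm) marks activity.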
Casp1 inh – allosteric or competitive inhibitors of human caspase-1. AID 900. Caspase-1 enzyme, Ac-WEHD-AFC fluorogenic rate. Potency, µM (titrated, usually from 57.5 µM), for inactives: at the top dose activity change, negative = inhibition, usual class: inhibitors. 75,000 tested, 0.03% active. P29466;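 also: potency is read from the fitted curve at half-maximal effect; plate controls were vehicle for no effect and no substrate for full effect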
BRCT PPI green – blocks human BRCA1 BRCT binding to phosphopeptide, green readout | P38398 | BRCA1 BRCT-phosphopeptide binding, green fluorescence polarization | Potency, µM (top dose mostly 76.9 µM), inactives show at the top dose activity change, negative = inhibition, most hits filed as inhibitors | 75,000 tested, 0.05% active | AID 875;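 also: potency is read from the fitted curve at half-maximal effect; plate controls were peptide without protein for full effect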
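Fluorescence polarization: His-tagged BRCT (~35 kDa BRCA1 C-terminus, 250 nM) bound to 100 nM fluorescein-labeled phosphorylated 10-aa BACH1 peptide, pH 7.3 phosphate buffer with DTT and Tween 20. Compounds incubated 12 min at room temperature; inhibition read as lowered polarization.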
HADH2 inhib – inhibitors of human HADH2 dehydrogenase; Potency, µM (series often up to 57.1 µM), inactives show top-dose activity change, negative = inhibition, hits mostly inhibitors; Q99714; AID 886; 73,000 tested, 3.4% active; recombinant HADH2, NADH fluorescence, beta-hydroxybutyryl-CoA; also: potency is read from the fitted curve at half-maximal effect; % is scaled to controls: 0 for no effect and ±100 for the full control effect; nearly all actives have a fitted effect of over 60% in size; many of its hits are not listed in these tables
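NADH fluorescence (ex 360/em 450 nm) read every 30 s for 4 min; activity taken as last-minus-first time point difference. Enzyme 20 nM, NAD+ 1 mM, beta-hydroxybutyryl-CoA 90 uM, pH 9.0 Tris buffer.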
Casp7 inh – allosteric or competitive inhibitors of human caspase-7. P55210. recombinant caspase-7, Ac-DEVD-AFC fluorescence rate. Potency, µM (titrated, usually from 57.5 µM), inactives show at the top dose activity change, negative = inhibition, hits mostly inhibitors. 75,000 tested, 0.02% active. AID 889; active = well fitted inhibition curve with a large enough effect in the main read-out, with a control signal flat, not every such curve was filed as active; inconclusive = small, poorly fitted or top-dose-only effect, or a change in a side signal; also: potency is read from the fitted curve at half-maximal effect; % of control where 0% means no effect
DNA Pol III inh – DNA polymerase III holoenzyme inhibition; reconstituted DNA polymerase III holoenzyme replication, biochemical; Potency, µM (top dose mostly 57.1 µM), for the others: top-dose activity change, negative = inhibition; 71,000 tested, 0.25% active; also: potency is read from the fitted curve at half-maximal effect; % is scaled to controls: 0 for no effect and ±100 for the full control effect
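Reconstituted *E. coli* holoenzyme (0.35 nM Pol III, 1 nM beta, 154 nM SSB, 2 nM primase) was preincubated with compound for 15 min at RT. Synthesis on 1.4 nM ssM13Gori ran 35 min, then was stopped with PicoGreen/EDTA and read as dsDNA fluorescence.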
The depositor's hits bear a star; i = inactive; ? = inconclusive; . = no result given; & = joins results of further samples; [ ] = another dose, or the depositor's remark. Unless noted, calls follow the shape of the dose curve; as a rule, active = well fitted curve in the direction sought with a large enough effect; inconclusive = small, poorly fitted or top-dose-only effect, or another doubt; inactive = no such curve, though single readings can be large; an effect the other way counts as inactive or inconclusive.

# | Structure | BRCT PPI red | Rhodamine autofl | 15-hLO inh | HEK293 cAMP cs | USP2a inhib | Tau filament bind | Casp1 inh | BRCT PPI green | HADH2 inhib | Casp7 inh | DNA Pol III inh
1 | CCn1nc(-c2cccs2)nc2c(=O)n(C)c(=O)nc1-2 | -0.4% | i | -16% | 3.2µM* | -7% | -8% | 0.79µM* | -2.2% | ? | ? | -4%
2 | ClCCOCOCCCl | 0.5% | . | -4% | -8% | . | 0% | -3% | 0.1% | -3% | 0% | -3%
3 | CCN(CC)CCN=Cc1c(O)n(CCC2=CCCCC2)c(=O)[nH]c1=O | 1.4% | i | 0% | -3% | -2% | -3% | -1% | -0.1% | 7% | 2% | -8%
4 | CCOC(=O)C1CCN(C(C)C(=O)c2c(C)[nH]c3cc(C)ccc23)CC1 (stereo not given) | 0.6% | i | 8% | ? | 17% | -13% | -1% | -0.4% | -7% | -1% | -6%
5 | O=C(c1cc2c(s1)CCCCCC2)N1CCC2(CC1)OCCO2 | -2.1% | i | -3% | 15% | 6% | -3% | -5% | 0.5% | 4% | 1% | -1%
6 | O=C(Cc1ccccc1)OCCN1CCCCC1 | -2.0% | i | 4% | 8% | 0% | 1% | 1% | -0.5% | -2% | 1% | 6%
7 | Cc1cc(N2C(=O)CC(N3CCC(n4c(=O)[nH]c5ccccc54)CC3)C2=O)no1 (stereo not given) | -0.6% | i | -1% | 7% | 6% | 0% | -3% | 2.2% | -8% | -2% | 3%
8 | Cc1cc(Cl)ccc1O | 1.0% | . | -3% | -21% | . | -16% | -3% | 0.1% | -19% | 3% | -7%
9 | CCCCP(=O)(O)CCC(=O)O | -1.2% | i | 7% | 5% | -10% | -8% | 2% | -2.7% | -3% | 0% | -4%
10 | COc1ccc(N2CCN(CCCN)CC2)cc1 | -1.8% | i | 3% | -6% | 10% | 20µM* | 0% | -0.6% | 15% | -2% | -4%
11 | CCOC(=O)c1ncn2c1[C@H]1CCCN1C(=O)c1cc(OC)ccc1-2 | -1.5% | i | 4% | 1%&-10% | -3% | ? | -8% | -2.7% | ? | 1% | -2%&1%
12 | CCOC(=O)c1c(C)n(CCOC)c2ccc(O)cc12 | 0.5% | i | -8% | -53%[inhibitor] | 4% | -8% | -2% | -1.0% | ? | -2% | -3%
13 | Cc1ccc(P(=S)(c2ccc(C)o2)N2CCOCC2)o1 | -1.9% | i | 4% | 11% | -2% | 3% | -3% | -0.3% | ? | -1% | -6%
14 | CN1C(=O)C(C2c3ccccc3C(=O)N2Cc2ccccc2)C(=O)N(C)C1=O (stereo not given) | 1.0% | i | -2% | 3% | 23% | 5% | -1% | -0.3% | 3% | -1% | -1%
15 | Cc1[nH]c2c(C(F)(F)F)cccc2c1CCN | 1.2% | i | 5% | 4% | -3% | 13% | 0% | -2.8% | -21% | 0% | -4%
16 | O=C(c1cccs1)C1CN2CCC1CC2 (stereo not given) | -1.8% | . | -6% | 2% | -5% | -8% | -6% | -1.9% | -1% | 0% | -2%
17 | Cc1cc(OCc2nn[nH]n2)c2c3c(c(=O)oc2c1)CCCC3 | -1.9% | i | -2% | 5% | ? | 7% | -4% | 3.1% | 32µM* | -2% | -5%
18 | CC1Cc2c(cnc3c2CN(C)CC3)CO1 (stereo not given) | 1.2%[15.4 µM] | . | 12%[11.4 µM] | -1%[11.4 µM] | . | . | 0%[11.5 µM] | -1.4%[15.4 µM] | 5%[11.4 µM] | -1%[11.5 µM] | .
19 | CCCN1CC[C@@H]2c3cc(O)ccc3CC[C@H]21 | -4.4% | i | 4% | ? | 3% | -10% | 1% | 3.8% | 8% | 1% | -4%
20 | CC(C)NS(=O)(=O)c1ccc(OCC(=O)N2CCN(Cc3ccccc3)CC2)c(Cl)c1 | -0.6% | i | 0% | 3% | 30% | -7% | 0% | 0.8% | 2% | -3% | 1%
21 | CCOc1ccccc1C1SCC(=O)Nc2c1c(=O)[nH]n2C(CC)CC (stereo not given) | -0.8% | i | -7% | 9% | 27% | 4% | 1% | -2.9% | -4% | 0% | -7%
22 | CN1C[C@H](C(=O)N[C@@]2(C)O[C@@]3(O)C4CCCN4C(=O)C(Cc4ccccc4)N3C2=O)C[C@H]2c3cccc4[nH]cc(c34)C[C@H]21 (stereo not given in full) | -0.1% | . | -3% | . | 29% | . | 3% | -2.3%[3.08 µM] | . | 0% | .
23 | O=C(NC1(C(F)(F)F)Oc2ccc(Cl)cc2O1)N1CCC2(CC1)OCCO2 (stereo not given) | -0.9% | i | ? | -8% | -2% | -1% | 3% | 0.1% | 7.9µM* | 0% | -7%
24 | O=c1[nH]cnc2[nH]cc(CN3CCCCC3)c12 | -0.2%[15.4 µM] | i | ? | 1%[11.4 µM] | . | 2%[11.4 µM] | -3%[11.5 µM] | 0.9%[15.4 µM] | -16%[11.4 µM] | 0%[11.5 µM] | -6%[11.4 µM]
25 | CCOC(=O)c1ccc(N2C(=O)CC(N3CCC(C#N)(c4ccccc4)CC3)C2=O)cc1 (stereo not given) | -0.3% | i | -10% | 1% | 27% | -2% | -1% | 1.1% | -1% | -1% | -6%
26 | C[N+]12CCC(CC1)C(C#N)(N1CCOCC1)C2 (stereo not given) | 1.5% | i | 7% | 10% | 1% | 14% | -1% | -4.5% | 0% | 1% | 3%
27 | CC12CN3CC(C)(CN(C1)P3(=O)Oc1ccccc1)C2=O (stereo not given) | 1.5% | . | -8% | 6% | -1% | 17% | -1% | -3.1% | ? | 1% | -4%
28 | Cc1[nH]cnc1CCN | -1.9% | . | -8% | -5% | . | . | 1% | -1.2% | 0% | -1% | .
29 | COc1ccccc1N1CCN(Cc2c(F)cccc2Cl)CC1 | 1.1% | . | -5%[11.4 µM] | -1%[11.4 µM] | -5%[7.66 µM] | 1%[11.4 µM] | 1% | -1.4% | -2%[11.4 µM] | 2% | -9%[11.4 µM]
30 | CN(C)C(=O)Oc1ccc(Cl)c2ccccc12 | -1.0% | i | -9% | ? | -1% | -14% | 1% | 0.4% | -1% | 0% | -5%
31 | C=CCn1c(O)c(C(C)=Nc2ccc(C(=O)OCC)cc2)c(=O)[nH]c1=O | 0.5% | i | -2% | 0% | -2% | -2% | -2% | -0.1% | 15% | 0% | -2%
32 | CC(CCc1ccccc1)NC(C)C(O)c1ccc(O)cc1 (stereo not given) | 1.3% | i | 2% | . | 0% | . | 0% | 6.1%[3.08 µM] | . | 0% | .
33 | CCNc1ccc(P(=S)(N(C)C)N(C)C)cc1 | -0.4% | i | 4% | 21% | -5% | 1% | 0% | -1.5% | -3% | 0% | 3%
34 | O=c1[nH]c(=O)n(Cc2ccc(F)cc2)c(O)c1C=NCc1cccnc1 | 0.3% | i | -3% | -3% | 9% | -3% | -2% | 0.9% | -29% | 0% | -1%
35 | [CH3][Hg][Cl] | -0.1% | . | 16µM* | -28% | . | -2% | 1% | -1.7% | ? | 1% | 4%
36 | Cc1cccc(NC(=O)N[C@@H]2N=C(c3ccccc3)c3ccccc3N(CC(=O)c3ccccc3C)C2=O)c1 | -0.4% | . | -6% | ? | . | . | -2% | -0.8% | 6% | -2% | .
37 | Nc1nc(N)c(N=Nc2ccc([As](=O)(O)O)c(O)c2)c(N)n1 | -0.1%[15.4 µM] | i | 8%[11.4 µM] | -3%[11.4 µM] | . | -3%[11.4 µM] | -1%[11.5 µM] | -1.3%[15.4 µM] | -5%[11.4 µM] | -5%[11.5 µM] | -11%[11.4 µM]
38 | Cc1ccc(CC2C(=O)N(C)C(=O)N(C)C2=O)s1 | -1.2% | . | -1%[11.4 µM] | 1%[11.4 µM] | -4%[7.66 µM] | -1%[11.4 µM] | -3% | -0.4% | ? | 0% | -3%[11.4 µM]
39 | Cc1cc(C)n(CCOC(=O)C2C(C=C(Cl)Cl)C2(C)C)n1 (stereo not given) | -2.2% | i | -5% | ? | 13% | -8% | -1% | -1.3% | -9% | 0% | -6%
40 | Cc1ccc(CS(=O)(=O)CCC(=O)N2CCC3(CC2)OCCO3)cc1 | 0.5% | i | 5% | 11% | 5% | -5% | 1% | 0.0% | -10% | -2% | 4%
41 | NC(=O)COc1c(F)cc(SCCNS(=O)(=O)c2ccccc2)cc1F | -2.1% | i | -12% | -10% | 4% | -6% | -2% | -1.4% | ? | 0% | -4%
42 | CCCCCCC(C)(C)c1ccc([C@@H]2C[C@H](O)CC[C@H]2CCCO)c(O)c1 | . | i | . | ? | . | 0% | . | . | -17% | . | -4%
43 | Cc1cc(C(=O)N2CCC3(CC2)OCCO3)cs1 | 0.6% | i | 9% | 6% | -3% | 4% | -1% | -3.1% | -3% | -5% | -1%

Screening results from PubChem.

A portion of the library. The share of hits here may be higher or lower than overall.
